GDH-TPI counter: counter-screen for M. tuberculosis FBA inhibitors: GDH-TPI coupled enzymes | GDH-TPI coupled enzyme counterscreen, NADH absorbance | AID 588335 | inhibition, % at 4.8 µM | hit rate 1.2% among 360,000; in the data active = inhibition above about 30%;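 note: 0% = DMSO wells and 100% = wells lacking the enzyme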
FadD28 binding: M. tuberculosis FadD28 bisubstrate binding inhibition; FadD28 bisubstrate probe binding, fluorescence polarization; inhibition, % at 12.5 µM; AID 588549; hit rate 0.22% among 360,000; in the data active = inhibition above about 8.5%, passing the limit was not always enough; inconclusive = no clear call, values can overlap the other calls
Mtb UGM inh: inhibitors of M. tuberculosis UDP-galactopyranose mutase; hit rate 0.06% among 320,000; inhibition, % at 10 µM; AID 504406; P9WIQ1; purified UGM, fluorescence polarization probe displacement; in the data active = inhibition above about 10%, passing the limit was not always enough; inconclusive = no clear call, values can overlap the other calls
Target sequence (P9WIQ1 whole entry, looked up): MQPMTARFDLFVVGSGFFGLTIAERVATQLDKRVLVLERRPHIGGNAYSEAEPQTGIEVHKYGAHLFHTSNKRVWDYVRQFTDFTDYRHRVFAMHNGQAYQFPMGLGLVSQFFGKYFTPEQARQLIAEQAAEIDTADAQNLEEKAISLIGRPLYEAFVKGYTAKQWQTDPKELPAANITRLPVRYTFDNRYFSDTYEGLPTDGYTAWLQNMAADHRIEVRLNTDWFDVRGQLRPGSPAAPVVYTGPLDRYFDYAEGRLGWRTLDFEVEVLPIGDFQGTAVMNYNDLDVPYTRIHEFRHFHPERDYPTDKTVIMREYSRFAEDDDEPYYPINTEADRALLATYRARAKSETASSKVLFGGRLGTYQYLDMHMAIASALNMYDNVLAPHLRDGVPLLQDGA
TcdB inh: blocks C. difficile toxin B glycohydrolase activity. P18177. TcdB glycohydrolase enzymatic assay, plate reader. inhibition, % at 9.99 µM. hit rate 0.24% among 350,000; in the data active = inhibition above about 10%
Mtb FBA inh: inhibitors of M. tuberculosis fructose-bisphosphate aldolase; purified M. tuberculosis FBA, fluorescence read-out; inhibition, % at 1 µM; hit rate 2.3% among 360,000; P9WQA3; in the data active = inhibition above about 27%;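 note: 0% = vehicle and 100% = reference inhibitor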
Target sequence (P9WQA3 whole entry, looked up): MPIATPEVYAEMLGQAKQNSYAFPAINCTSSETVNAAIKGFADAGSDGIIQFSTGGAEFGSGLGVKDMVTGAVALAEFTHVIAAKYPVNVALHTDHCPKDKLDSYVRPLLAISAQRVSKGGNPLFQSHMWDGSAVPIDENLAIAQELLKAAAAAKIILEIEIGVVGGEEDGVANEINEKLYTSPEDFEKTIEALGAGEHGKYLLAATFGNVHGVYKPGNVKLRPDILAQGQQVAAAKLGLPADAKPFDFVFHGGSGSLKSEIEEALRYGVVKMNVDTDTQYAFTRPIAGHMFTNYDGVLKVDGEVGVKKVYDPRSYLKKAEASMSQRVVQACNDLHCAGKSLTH
Mtb BioA inh: blocks M. tuberculosis BioA enzyme activity. purified M. tuberculosis BioA enzyme, plate reader. inhibition, % at 9.99 µM. hit rate 0.096% among 360,000; in the data active = inhibition above about 40%; inconclusive = no clear call, values can overlap the other calls
PfHsp40 rescue: rescue of PfHsp40-mediated yeast toxicity; S. cerevisiae expressing PfHsp40, growth rescue, ATP luminescence; growth rescue, % at 12.5 µM; hit rate 0.68% among 340,000; in the data active = growth rescue above about 28%, passing the limit was not always enough; inconclusive = no clear call, values can overlap the other calls;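 note: yeast W303a lacking pdr1 and pdr3 grown in galactose medium; growth measured after three days at 30 °C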
Yp Topo-I inh: inhibitors of Yersinia pestis topoisomerase I. Y. pestis Topo-I cleavage product accumulation, plate reader. activity, % at 10 µM. AID 504884. hit rate 0.064% among 360,000; in the data active = activity above about 50%, passing the limit was not always enough; inconclusive = no clear call, values can overlap the other calls; note: inactives centre near 2
Vc quorum ag: inducers of Vibrio cholerae quorum light production without autoinducers; V. cholerae BH1578 lux reporter, luminescence, 6 h; activation, % at 18.7 µM; hit rate 0.16% among 350,000; AID 588436; in the data active = activation mostly above about 9.7%, no sharp cut-off; inconclusive = no clear call, values can overlap the other calls; inactive = mostly below about 3.7%; note: not every result past the cut was called active; inactives centre near 0; reference of the scale not given here
* = called active by the depositor; i = inactive; ? = inconclusive; . = no result given. Not a hit list, and some 4.6% of all compounds hit somewhere here.

SMILES	GDH-TPI counter	FadD28 binding	Mtb UGM inh	TcdB inh	Mtb FBA inh	Mtb BioA inh	PfHsp40 rescue	Yp Topo-I inh	Vc quorum ag
CC1(C)CC(=O)C2=C(C1)OC1OC(=O)CC21C (stereo not drawn)	1	-3.2	-2.2	0.1	-1	.	0.0	0	-0.4
CN(C)S(=O)(=O)c1ccc(NC(=O)CSc2nc3ccccc3n2-c2ccccc2)cc1	6	-1.9	-1.0	.	-2	.	0.9	12	-0.1
O=c1[nH]c2ccccc2nc1/C=C/c1ccccc1	13	-2.2	1.9	-1.1	10	.	0.4	-4	-0.5
CCCCCCN1CCN(C2CN(Cc3ccc([N+](=O)[O-])cc3)S(=O)(=O)C2)CC1 (stereo not drawn)	3	-0.9	.	1.4	-2	3.3	.	22	-0.6
Cc1nn(CC(=O)N2CCOCC2)c(=O)c2ccccc12	0	-2.4	2.3	.	2	-0.6	-1.2	-6	-0.4
Cc1cc(=O)[nH]c(SCC(=O)NC(c2ccccc2)c2ccccc2)n1	3	-1.8	1.5	0.9	2	-1.6	0.1	3	i
O=C(COc1ncnc2ccccc12)Nc1cc([N+](=O)[O-])ccc1F	1	-5.0	-1.8	0.4	2	0.8	0.1	-4	-0.4
O=C(COC(=O)C1CCCCC1C(=O)N1CCc2ccccc21)NCc1ccco1 (stereo not drawn)	2	-3.6	0.9	.	-3	-1.1	2.1	13	i
OC(COc1ccccc1)CN1CCCCC1 (stereo not drawn)	-1	-0.7	.	-1.0	-1	1.3	0.3	1	i
Cc1cc(N)n(-c2ccc(S(=O)(=O)N3CCOCC3)cc2[N+](=O)[O-])n1	4	-1.2	-2.1	1.9	3	-1.1	0.1	-8	i
NC(=O)Nc1ccc(C(=O)OCC(=O)NCc2ccc3c(c2)OCO3)cc1	-3	-1.4	-0.4	-11	3	1.0	3.6	5	-0.8
CN(C)c1cc(C(F)(F)F)nc(-c2ccccn2)n1	6	-2.6	0.8	.	4	-2.1	-1.6	5	3.6
CC(=O)Cc1nsc(NC(=O)c2cccs2)n1	10	-0.4	-0.7	.	-2	1.1	-2.7	-3	-3.1
O=C(COc1ccc2ccccc2c1)Nc1ccccc1C(=O)O	-2	-4.1	1.6	-1.6	3	0.0	0.0	0	11
CC(C)CCNC(=O)CCc1nnc(COc2ccccc2)o1	9	0.1	.	1.5	2	.	-0.6	2	-3.3
O=C(N/N=C/c1ccc2c(c1)OCO2)C1CC1	13	-2.4	1.4	0.1	1	-0.9	2.4	-6	i
COc1cccc(-c2sc3ccc(OC)cc3c2C#CC2(O)CCCCC2)c1	21	0.4	1.5	1.0	7	-1.4	-0.8	28	-4.5
COc1ccc(/C=C/C(=O)c2cc3cccc(OC)c3oc2=O)cc1	13	-1.2	4.8	1.5	0	-0.7	0.6	1	i
Cc1nn(-c2ccc(N3CCCCC3)nn2)c(C)c1CCC(=O)Nc1ccc(F)cc1	-6	-0.6	0.2	1.3	3	-0.3	1.4	5	-0.2
Cc1ccccc1OCC(=O)OCC(=O)c1cc(C)n(C2CC2)c1C	5	-1.6	.	0.2	0	0.2	1.3	33	1.4
CCOC(=O)C1=C(N)OC2=C(C(=O)CC(C)(C)C2)C1c1cccnc1 (stereo not drawn)	8	-5.5	-4.6	.	-8	-3.6	-0.6	-9	4.2
CCC1C/C(=C\c2cc(OC)c(OC)cc2OC)C(=O)/C(=C/c2cc(OC)c(OC)cc2OC)C1 (stereo not drawn)	7	-1.6	0.0	.	13	.	1.8	25	-1.1
CCN1C(=O)c2cccc3c(NC(=O)c4ccccc4)ccc1c23	2	-1.6	-3.0	.	2	0.1	-1.4	0	.
Cc1ccc(S(=O)(=O)N2CCCC(C(=O)NCCc3ccccc3)C2)cc1 (stereo not drawn)	2	-0.6	-0.4	1.0	1	-1.4	1.0	17	i
O=C(NCc1ccco1)C1CCN(C(=O)Cc2ccccc2)CC1	9	-0.8	-1.1	.	1	0.4	0.7	0	-4.2

Remaining list, next part.
SMILES	GDH-TPI counter	FadD28 binding	Mtb UGM inh	TcdB inh	Mtb FBA inh	Mtb BioA inh	PfHsp40 rescue	Yp Topo-I inh	Vc quorum ag
COc1ccc(NC(=O)Nc2nnc([C@H]3C[C@H](O)[C@@H](CO)O3)s2)cc1	3	-1.4	.	1.7	1	0.1	.	-3	-0.6
Clc1nc(-c2ccccc2)c2ccccc2n1	6	-1.2	-0.2	1.7	5	0.5	-0.7	4	-0.3
CCNc1ccc(C(=O)OCC(=O)N(Cc2ccccc2)C(C)(C)C)cc1[N+](=O)[O-]	0	-1.7	-2.0	-0.3	3	.	-0.4	20	i
O=C1C=C(Nc2ccccc2O)c2ccccc2C1=O	10	4.1	3.5	-5.7	-4	1.3	74*	4	i
COc1ccc(CC(=O)NCc2cccs2)cc1	-7	-2.8	3.4	.	4	-0.4	0.1	0	3.8
CCOC(=O)c1ccc(NC(=O)CSc2nnc(CCc3ccc(C)o3)n2-c2ccccc2)cc1	1	-2.5	0.0	.	3	-0.9	0.7	38	5.3
C[C@H](CO)N1C[C@H](C)[C@@H](CN(C)C(=O)NC2CCCCC2)Oc2c(NC(=O)CCC(F)(F)F)cccc2C1=O	-1	-0.9	.	0.1	0	-0.8	-1.0	4	i
NNC(=O)CC(=O)NC1(Cc2ccc(O)cc2)CCCCC1	5	-0.2	1.0	0.8	3	.	-0.2	1	-0.3
O=C(NCc1ccc(Cl)cc1)[C@@H]1CCCN1S(=O)(=O)c1ccc(Cl)cc1	-1	-2.8	0.4	1.3	2	1.1	1.1	25	i
CC(=O)Nc1cccc(-c2ccnc3c2CC(C(=O)NCc2cccc(Cl)c2)O3)c1 (stereo not drawn)	5	-1.8	.	1.6	0	1.9	.	10	0.4
Brc1ccc(-c2ccc(CNCc3ccccn3)o2)cc1	-15	-2.1	-1.4	0.3	1	3.4	-0.7	7	-0.4
O=C(COC(=O)Cc1cccc(C(F)(F)F)c1)Nc1ccc2c(c1)OCCO2	2	-2.3	1.9	-1.3	-1	.	1.9	-11	2.9
CCCn1c(N)c(NCCN2CCOCC2)c(=O)n(CC(=O)NCc2ccccc2)c1=O	-10	-2.4	-1.9	1.2	1	.	0.1	-7	1.1
CN1CCN(c2ncnc3c2ncn3[C@H]2CN(Cc3ccco3)C[C@@H](CO)O2)CC1	8	-1.4	.	.	-1	-1.2	.	4	i
CC12C=CC(=O)C=C1CCC1C2C(O)CC2(C)C1CCC2(O)C(=O)CO (stereo not drawn)	2	-0.2	.	0.9	-1	-0.6	-0.2	17	i
Nc1ccn(CC(=O)N2CCN(c3ccccn3)CC2)c(=O)n1	13	-1.4	0.9	-0.8	19	0.3	0.2	-7	i
Cc1cccc(OCCCC(=O)N2CCCc3ccccc32)c1C	5	-1.6	-1.2	2.0	0	1.9	-1.3	?	i
COc1cccc(CNC(=O)CCn2c(=O)c3cccn3c3cccnc32)c1	12	1.0	0.1	1.2	2	-1.8	-0.2	1	i
Cc1nc(N2CCN(c3ccccn3)CC2)c2c(C)c(C(=O)Nc3ccc(F)cc3F)sc2n1	14	-4.7	0.1	0.4	-2	-1.0	-0.4	-2	-0.4
O=C(N/N=C/c1ccc(Br)s1)c1cccc([N+](=O)[O-])c1	13	-0.7	-2.5	.	2	.	-0.2	0	-0.5
CC1=CN(S(=O)(=O)c2ccc(C)cc2)C[C@@H]2c3ccccc3N(S(=O)(=O)c3ccc(C)cc3)[C@H]12	-2	-4.2	.	1.4	0	0.4	-2.3	-5	i
CCN(CC)C(=O)Cn1c(=O)n(CCC(=O)Nc2ccc(F)cc2)c(=O)c2sccc21	4	-2.4	0.4	0.1	-2	-1.3	0.0	2	-0.6
Cc1ccc(-c2nnn(CC(=O)N(c3ccccc3)C(C(=O)NCC3CCCO3)c3ccc(Cl)cc3)n2)cc1 (stereo not drawn)	7	0.4	0.5	.	2	-0.8	0.0	10	-0.3
Cc1ccc(S(=O)(=O)NCCC(=O)N2CCN(c3cccc(Cl)c3)CC2)cc1C	2	-3.4	3.5	0.2	-2	0.3	0.2	26	i
NC(=O)COC(=O)c1ccc(NS(=O)(=O)c2ccc3c(c2)OCCO3)cc1	10	-3.5	2.1	-1.1	0	-0.7	-1.3	0	-0.3

(next part)
SMILES	GDH-TPI counter	FadD28 binding	Mtb UGM inh	TcdB inh	Mtb FBA inh	Mtb BioA inh	PfHsp40 rescue	Yp Topo-I inh	Vc quorum ag
COc1ccc(N2C(=O)C(CN3CCCCC3)C2c2ccccc2)cc1 (stereo not drawn)	0	0.0	3.3	2.3	0	.	0.0	6	0.0
CCOc1ccc(NC2=NCCCS2)cc1	-8	-4.0	-1.4	0.4	-1	-1.1	-1.4	-4	i
CN(CCC#N)C(=O)CC(Cc1ccccc1)C1CCOC(C)(C)C1 (stereo not drawn)	-9	0.6	-3.7	0.6	1	1.1	-1.1	-1	0.4
Cc1ccc(S(=O)(=O)N2CCN(c3c([N+](=O)[O-])cc(C(F)(F)F)cc3[N+](=O)[O-])CC2)cc1	5	-2.4	1.6	0.0	2	-1.2	-0.3	-6	-1.0
C=C(C)c1cccc(C(C)(C)NC(=O)N2CCN(c3ccccn3)CC2)c1	14	-4.2	0.8	0.0	1	8.6	0.5	13	-0.2
O=C1[C@@H]2Cc3c([nH]c4ccccc34)C(c3ccc(Cl)cc3)N2C(=O)CN1CCO (stereo partly drawn)	4	-0.8	-2.3	1.0	2	1.0	-0.9	-6	i
Cc1cc(C)n2nc(SCC(=O)NC3CCCCC3)nc2n1	-8	-2.6	-2.9	1.9	2	3.6	-0.2	5	-0.4
COc1ccc(C(=O)NC(=S)N(C)C2CCCCC2)cc1	2	-0.7	-0.9	0.7	4	-0.8	-1.0	-6	5.0
CC(=O)c1cccc(NC(=O)c2nc(-c3ccccc3)oc2C)c1	-1	-5.7	-0.1	-0.8	0	-1.2	1.2	10	i
CS(=O)(=O)N1CCCC(C(=O)NCc2ccc(F)cc2)C1 (stereo not drawn)	17	-1.0	-1.2	.	1	-0.6	0.1	2	i
CCc1nc(N)nc(N)c1-c1ccc(Cl)c([N+](=O)[O-])c1	-2	0.0	.	0.9	1	.	1.0	3	i
CC1(Oc2ccccc2)CCN(Cc2ccc(-c3ccccn3)cc2)C1 (stereo not drawn)	10	-3.0	.	-1.3	0	-0.1	.	19	-0.5
C=CCN(CC(O)c1cccc([N+](=O)[O-])c1)C(C)CCc1ccccc1 (stereo not drawn)	-1	-2.0	1.7	0.9	3	.	0.9	13	-0.2
Cn1c(N2CCOCC2)c(/C=N/O)c2ccccc21	7	-0.4	-4.7	.	-1	.	0.2	5	0.5
c1ccc(Cn2ncc3c(N4CCN(C(c5ccccc5)c5ccccc5)CC4)ncnc32)cc1	2	-1.2	-0.6	1.2	2	-1.7	-0.1	-4	0.7
CCOC(=O)c1c(NC(=O)CSc2cn(CC)c3ccccc23)sc2c1CCC2	7	0.4	-1.0	0.7	-3	-1.9	0.1	6	-0.2
Cc1cc(C)cc(N(C(C)C(=O)NCCC2=CCCCC2)S(C)(=O)=O)c1 (stereo not drawn)	7	-0.6	.	2.0	4	-21	-0.1	20	-0.2

Three compounds from above, limited to Mtb UGM inh, Vc quorum ag and Mtb FBA inh.
| Molecule | Mtb UGM inh | Vc quorum ag | Mtb FBA inh |
| --- | --- | --- | --- |
| CC(=O)Nc1cccc(-c2ccnc3c2CC(C(=O)NCc2cccc(Cl)c2)O3)c1 (stereo not drawn) | . | 0.4 | 0 |
| Brc1ccc(-c2ccc(CNCc3ccccn3)o2)cc1 | -1.4 | -0.4 | 1 |
| O=C(COC(=O)Cc1cccc(C(F)(F)F)c1)Nc1ccc2c(c1)OCCO2 | 1.9 | 2.9 | -1 |

Some of these compounds in order of length of the SMILES, largest number first.
SMILES	GDH-TPI counter	FadD28 binding	Mtb UGM inh	TcdB inh	Mtb FBA inh	Mtb BioA inh	PfHsp40 rescue	Yp Topo-I inh	Vc quorum ag
Cc1cc(C)cc(N(C(C)C(=O)NCCC2=CCCCC2)S(C)(=O)=O)c1 (stereo not drawn)	7	-0.6	.	2.0	4	-21	-0.1	20	-0.2
C=C(C)c1cccc(C(C)(C)NC(=O)N2CCN(c3ccccn3)CC2)c1	14	-4.2	0.8	0.0	1	8.6	0.5	13	-0.2
CC1(Oc2ccccc2)CCN(Cc2ccc(-c3ccccn3)cc2)C1 (stereo not drawn)	10	-3.0	.	-1.3	0	-0.1	.	19	-0.5

Compound activity deposited in PubChem BioAssay by several laboratories.
